Screens from PubChem.
GPR55 LPI antagonism = GPR55 antagonists blocking LPI-driven arrestin recruitment, primary screen, imaging, U2OS, beta-arrestin-GFP, LPI agonist (AID 2013); G-protein coupled receptor 55 (Homo sapiens); U2OS GPR55 beta-arrestin-GFP translocation imaging, LPI antagonism; higher % means a stronger effect; inhibition, % at 10 µM, or IC50 in µM where a hit was titrated; 290,000 tested, 0.13% active;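 active = spots per cell inhibited over 60%, with over 100 cells counted and total cytoplasm intensity under 500,000; inconclusive = wells with under 100 cells, flagged as likely toxic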;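 note: U2OS cells stably carrying GPR55 and arrestin-GFP stimulated by 5 µM LPI near EC80; imaged beta-arrestin-GFP aggregate spots per cell after agonist stimulation; plate controls were LPI-stimulated DMSO wells for no effect and DMSO wells without LPI for full effect; some results filed as inactive read as strong as hits; confirmed hits need IC50 under 10 µM and bright autofluorescent wells are also inconclusive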
MgcRacGAP inhibition = MgcRacGAP GTPase-activating activity inhibitors, confirmation, biochemical, ADP Hunter fluorescence. Rac GTPase-activating protein 1 (Homo sapiens). MgcRacGAP-stimulated Rac1 GTP hydrolysis, ADP Hunter fluorescence; higher % means a stronger effect; GST-tagged Rac1 F28L mutant substrate. inhibition, % at 30 µM, or IC50 in µM where a hit was titrated. 340,000 tested, 0.6% active. AID 624330, 2012;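 active = first-screen hits whose inhibition reached a set limit at any dose in the follow-up dose series; inconclusive = inhibition above the set first-screen limit but never retested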;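 note: fluorescence reports GDP produced by GAP-driven GTP hydrolysis; strong numbers were not always called active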
NTR1 ag = agonists of NTR1, primary screen, imaging, U2OS cells, beta-arrestin-GFP, high content (AID 493036); Neurotensin receptor type 1 (Homo sapiens), P30989; NTR1-U2OS beta-arrestin-GFP spot imaging, agonist mode; activation, % at 20 µM; 330,000 tested, 0.17% active;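 active = activation at or above 40% of the spot to cytoplasm intensity ratio, with at least 20 cells analyzed; inconclusive = wells under 20 cells, flagged as cytotoxic or low count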;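 note: 0% = DMSO without peptide and 100% = 100 nM NTR1 peptide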
Target sequence (P30989 whole entry, looked up): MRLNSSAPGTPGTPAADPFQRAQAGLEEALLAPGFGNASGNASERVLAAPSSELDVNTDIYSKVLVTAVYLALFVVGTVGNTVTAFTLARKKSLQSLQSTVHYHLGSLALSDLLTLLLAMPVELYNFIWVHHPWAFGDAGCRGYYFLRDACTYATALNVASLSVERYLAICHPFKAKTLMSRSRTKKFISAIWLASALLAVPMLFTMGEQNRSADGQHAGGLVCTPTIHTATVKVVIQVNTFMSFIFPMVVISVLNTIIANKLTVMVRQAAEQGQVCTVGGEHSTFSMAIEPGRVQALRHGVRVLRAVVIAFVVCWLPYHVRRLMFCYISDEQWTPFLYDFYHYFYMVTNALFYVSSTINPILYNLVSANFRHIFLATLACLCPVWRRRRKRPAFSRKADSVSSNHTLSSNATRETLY
AID2073 = inhibitors of Mint1-CaV2.2 protein interaction, biochemical, HTRF (AID 2073); HTRF protein-protein interaction, Mint1-CaV2.2; higher % means a stronger effect; 290,000 tested, 0.19% active; inhibition, % at 20 µM, or IC50 in µM where a hit was titrated; in the data active = inhibition mostly above about 51%, no sharp cut-off; inconclusive = no clear call, values can overlap the other calls; inactive = mostly below about 53%; note: some results filed as inactive read as strong as hits
GPR35 antagonists = GPR35 antagonists blocking zaprinast-driven arrestin recruitment, primary screen, imaging, U2OS, beta-arrestin-GFP, zaprinast agonist (AID 2058) | G-protein coupled receptor 35 (Homo sapiens) | U2OS GPR35 beta-arrestin-GFP translocation imaging, zaprinast antagonism; higher % means a stronger effect | one-dose inhibition, % at 10 µM; IC50 in µM for titrated hits | 290,000 tested, 0.052% active;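 active = inhibition of at least 50% with at least 30 cells and total cytoplasm GFP at most 10,000,000; inconclusive = under 30 cells or total GFP of 10,000,000 plus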
Dengue-2 NS5 capping = Dengue-2 NS5 methyltransferase inhibitors, primary screen, biochemical, confirmation dose response (AID 588689); Dengue-2 NS5 methyltransferase capping enzyme assay, biochemical; higher % means a stronger effect; inhibition, % at 25 µM, or IC50 in µM where a hit was titrated; Genome polyprotein (Dengue virus type 2 (strain 16681-PDK53)); 340,000 tested, 0.3% active; in the data active = a potency from the dose series; inconclusive = inhibition above about 29% without an active follow-up result
GPR55 beta-arrestin = GPR55 agonists via beta-arrestin recruitment, primary screen, imaging, U2OS cells, beta-arrestin-GFP redistribution (AID 1961) | G-protein coupled receptor 55 (Homo sapiens) | U2OS GPR55 beta-arrestin-GFP redistribution imaging; higher % means a stronger effect | activation, % at 10 µM, or EC50 in µM where a hit was titrated | 290,000 tested, 0.048% active;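 active = activation above 40% with more than 50 cells counted in the well; inconclusive = wells holding fewer than 50 cells, flagged as toxic or sparse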;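 note: U2OS osteosarcoma cells stably expressing GPR55 and beta-arrestin-GFP; plate controls were DMSO negative control for no effect and LPI positive control for full effect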
Yfh1-depleted yeast = enhancers of respiration in Yfh1-depleted yeast, dose response, Friedreich's ataxia, plus single-dose screen (AID 1465) | S. cerevisiae Yfh1-off respiration, WST-1 reduction, 72 h; higher fold induction means a stronger effect | one-dose fold induction at 50 µM; EC50 in µM for titrated hits | 220,000 tested, 0.074% active;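 active = fold induction of absorbance versus untreated yeast above a set limit, then at least 30% activation at any dose in follow-up; inconclusive = repeats straddling the limit, or above it without dose testing; inactive = fold induction below the set limit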;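 note: activators that raise dye reduction in frataxin-depleted yeast; strong numbers were not always called active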
SV40 large T antigen = SV40 large T antigen inhibitors, biochemical (AID 1903); SV40 large T antigen ATPase/helicase inhibition assay; higher % means a stronger effect; inhibition, % at 20 µM, or IC50 in µM where a hit was titrated; 310,000 tested, 0.39% active; in the data active = a potency from the dose series; inconclusive = inhibition mostly from about 32% at the one dose, without a potency; inactive = the rest, 99 in 100 with inhibition below about 32%; note: strong numbers were not always called active
NTR1 ag cell count 20 µM = recorded beside NTR1 ag, whose call it bears; cell count; measured here: cell count, cytotoxicity flag
Active calls of the source: *; i = inactive; ? = inconclusive; nt = no result given.

SMILES	GPR55 LPI antagonism	MgcRacGAP inhibition	NTR1 ag	NTR1 ag cell count 20 µM	AID2073	GPR35 antagonists	Dengue-2 NS5 capping	GPR55 beta-arrestin	Yfh1-depleted yeast	SV40 large T antigen
COc1cc(CN(CCN(C)C)Cc2ccccc2)ccc1OCc1ccccc1	19.8%	3.5%	1.3	56	-1.9%	7.3%	0.8%	-0.1%	nt	23.0%
COc1ccc(C(=O)NC2CCN(S(=O)(=O)c3ccccc3)CC2)cc1	5.2%	5.3%	1.4	60	5.5%	3.4%	-1.9%	-0.4%	nt	2.2%
O=C(Nc1ccccc1)c1cc2ccccc2c(=O)s1	0.8%	-4.8%	3.4	66	-1.8%	-13.9%	-10.5%	0.5%	i	10.4%
CC(=O)N1CCN(CC(O)COc2ccc(OCc3ccccc3)cc2)CC1 (stereo unspecified)	12.5%	4.0%	2.1	54	-7.6%	-7.5%	3.4%	-0.2%	i	5.8%
CNc1nc(-c2ccc3c(c2)CCN3C(=O)c2cccc(F)c2)cs1	-11.0%	11.3%	0.8	72	-18.0%	-4.3%	7.7%	0.0%	i	17.6%
O=C(CNS(=O)(=O)c1cccs1)N1CCc2ccccc2C1	3.9%	8.3%	-2.1	48	-0.1%	-8.9%	-6.2%	-0.2%	i	12.5%
COc1ccc2c(c1)CCN1C2CCN2C(=O)CCC21 (stereo unspecified)	4.2%	2.0%	-0.3	97	-10.8%	-2.5%	18.9%	-0.1%	i	7.9%
COc1cccc(C(=O)N(CN2CCCC2=O)c2cc(C)on2)c1	-8.1%	-12.3%	1.3	79	10.2%	4.8%	9.6%	0.3%	i	0.2%
COc1ccc(/C=N/OCC(=O)Nn2c(C)nc3ccccc3c2=O)cc1	-13.7%	5.0%	3.6	37	3.4%	-4.7%	-6.4%	-0.3%	i	4.1%
COc1ccc2[nH]c(=O)c(CN(CC3CCCO3)C(=O)Nc3ccccc3)cc2c1 (stereo unspecified)	12.5%	7.0%	1.6	80	-0.6%	21.4%	-5.6%	-0.1%	i	12.2%

Four entries already listed, ordered by heavy-atom count, highest first:
SMILES	GPR55 LPI antagonism	MgcRacGAP inhibition	NTR1 ag	NTR1 ag cell count 20 µM	AID2073	GPR35 antagonists	Dengue-2 NS5 capping	GPR55 beta-arrestin	Yfh1-depleted yeast	SV40 large T antigen
COc1cc(CN(CCN(C)C)Cc2ccccc2)ccc1OCc1ccccc1	19.8%	3.5%	1.3	56	-1.9%	7.3%	0.8%	-0.1%	nt	23.0%
COc1ccc(/C=N/OCC(=O)Nn2c(C)nc3ccccc3c2=O)cc1	-13.7%	5.0%	3.6	37	3.4%	-4.7%	-6.4%	-0.3%	i	4.1%
COc1cccc(C(=O)N(CN2CCCC2=O)c2cc(C)on2)c1	-8.1%	-12.3%	1.3	79	10.2%	4.8%	9.6%	0.3%	i	0.2%
O=C(CNS(=O)(=O)c1cccs1)N1CCc2ccccc2C1	3.9%	8.3%	-2.1	48	-0.1%	-8.9%	-6.2%	-0.2%	i	12.5%

Further results follow.
SMILES	GPR55 LPI antagonism	MgcRacGAP inhibition	NTR1 ag	NTR1 ag cell count 20 µM	AID2073	GPR35 antagonists	Dengue-2 NS5 capping	GPR55 beta-arrestin	Yfh1-depleted yeast	SV40 large T antigen
O=C(c1cc(COc2cccc3cnccc23)on1)N1CCCC(CCCO)C1 (stereo unspecified)	-6.2%	-0.8%	1.0	69	6.1%	11.2%	1.0%	-0.1%	nt	1.5%
COc1ccc(OC)c(N(CC(=O)N2CCCC2)S(=O)(=O)c2ccc(OC)c(OC)c2)c1	8.1%	-0.8%	0.3	52	2.6%	5.7%	-2.7%	0.3%	i	3.5%
CCOc1ccc(NC(=O)NCCCN2CCCC2)cc1	-1.7%	5.9%	-1.6	64	-7.0%	-8.0%	-3.2%	0.2%	i	16.9%
Cn1nc(C(C)(C)C)c([N+](=O)[O-])c1C(=O)NCCO	0.3%	0.3%	2.4	40	5.8%	-0.7%	-0.6%	-0.3%	i	7.6%
C[C@H](O)c1[nH]c2cc(F)ccc2c1[C@H](C)O	1.2%	6.2%	-3.3	105	12.1%	5.5%	-0.8%	-0.3%	nt	2.0%
CCOC(=O)C(=CN=C(N)Nc1nc2ccccc2o1)C(=O)OCC	9.3%	-3.9%	0.6	49	29.9%	24.3%	0.0%	-0.1%	i	9.2%
CC(=O)Nc1nnc(SCC(=O)N2C(C)CCCC2C)s1 (stereo unspecified)	6.0%	6.2%	0.4	37	-8.8%	8.3%	-4.4%	0.0%	nt	9.5%
O=C1c2ccccc2C(=O)N1OS(=O)(=O)c1ccccc1	8.6%	nt	nt	nt	7.3%	7.2%	nt	-0.3%	i	21.1%
CSc1nc2ccc(Br)cc2[nH]1	-9.6%	11.5%	4.7	59	1.9%	12.1%	-3.0%	0.5%	i	18.2%
COCCn1c(-c2ccc(OC)cc2)nc2ccccc21	-7.2%	7.5%	0.4	78	-0.5%	10.9%	-9.8%	-0.1%	i	2.4%
COC(C[C@H]1O[C@@H]1[C@@H](O)[C@H](C)OCc1ccccc1)OC	0.8%	6.1%	4.0	86	6.0%	-2.9%	-3.6%	-0.1%	i	nt
CCOc1ccc(NC(C)=O)cc1[N+](=O)[O-]	8.1%	6.5%	0.8	47	1.5%	-14.3%	0.0%	-0.2%	i	nt
O=C(Nc1ncc2c(n1)-c1ccccc1OC2)c1cccc([N+](=O)[O-])c1	10.5%	8.3%	2.0	59	13.0%	-11.5%	-2.2%	0.6%	i	28.4%
CC(=O)Nc1ccc(NC(=O)C(C)OC(=O)/C=C/c2cn(-c3ccccc3)nc2-c2cccnc2)cc1 (stereo unspecified)	2.9%	7.5%	7.2	46	4.1%	-8.7%	3.7%	-0.2%	i	5.3%
Cc1ccc(C)c(-n2c(-c3ccc(Br)cc3)csc2=NC(=O)c2ccccc2F)c1	11.8%	9.0%	2.9	48	47.2%	8.1%	-5.9%	1.3%	i	-2.7%
CCOC(=O)CN/C=C(\C#N)c1ccc(F)cc1	4.8%	0.5%	0.9	32	16.8%	5.5%	-1.6%	-0.1%	i	10.8%
COc1ccc2cc(C(=O)c3ccccc3)c(=O)oc2c1	15.1%	6.6%	0.3	42	-2.4%	7.1%	-5.6%	-0.1%	i	2.4%
CCOc1ccc(NS(=O)(=O)c2cc(C)c(C)cc2C)cc1	-5.9%	1.4%	0.6	37	-2.1%	23.8%	-3.1%	-0.3%	i	2.2%
Cc1ccc(CSCCNC(=O)CSc2ccccc2)cc1	-0.8%	7.3%	-1.0	70	4.6%	2.0%	-1.3%	-0.3%	i	6.8%
CCOC(=O)c1c(/N=C/N(C)C)sc(/C=N/Nc2ccccc2)c1-c1ccccc1Cl	7.3%	3.3%	2.0	93	7.3%	12.9%	-27.9%	-0.2%	i	17.3%
CC(=O)Nc1ccc(S(=O)(=O)Nc2ccc(N3CCOCC3)c(F)c2)cc1	3.7%	-3.0%	0.1	56	-7.6%	15.6%	4.5%	-0.3%	i	11.8%
CC(=O)n1cc(C2C(=O)CCCC2=O)c2ccccc21	0.6%	5.3%	0.7	65	7.8%	-0.1%	-6.8%	-0.3%	i	4.4%
CC(=O)Nc1ccc(S(=O)(=O)Nc2nc3ccccc3nc2-n2ccc(=NC(=O)c3ccc(F)cc3)cc2)cc1	-1.9%	11.5%	-1.0	54	38.5%	8.7%	?	-0.6%	i	7.4%
Cc1ccccc1N/N=C/c1ccc(N2CCOCC2)cc1	12.8%	5.0%	0.9	46	-5.5%	4.8%	-2.8%	0.3%	i	5.8%
CCOC(=O)c1nn(-c2ccc(C)cc2)c(C)c1C(C)=O	19.6%	5.4%	0.1	86	-4.1%	3.1%	7.3%	-0.2%	i	-7.2%
Cc1cc(Cl)c2oc(C(=O)NC(C)c3ccncn3)c(C)c2c1 (stereo unspecified)	44.7%	10.8%	0.9	57	1.2%	7.5%	-8.8%	-0.2%	nt	3.6%
Cc1ccc(C(=O)N/C(=C/c2ccc(-c3cccc([N+](=O)[O-])c3)o2)C(=O)NC(C)C)cc1	23.3%	13.2%	1.9	63	-1.2%	10.4%	4.8%	0.0%	nt	-1.1%
Cc1cc(-c2nnc3n2N=C(c2ccc(-c4ccccc4)cc2)CS3)n[nH]1	-3.5%	8.8%	25.8	61	-10.1%	4.5%	-4.0%	-0.1%	i	22.7%
CCOc1ccc(C(=O)N(CN2CCCC2=O)c2ccccc2)cc1	6.7%	8.3%	-0.7	100	2.9%	-15.4%	2.7%	0.2%	i	2.8%
COc1ccc(CNC(=O)c2ccc(N3CCOCC3)c([N+](=O)[O-])c2)cc1	1.2%	-12.2%	-1.3	75	-7.7%	-5.0%	11.7%	-0.3%	i	11.9%
CC1(C)OC(=O)N(CC(=O)Nc2cccc(C(F)(F)F)c2)C1(C)O (stereo unspecified)	18.0%	2.2%	-0.4	54	-9.4%	27.7%	1.5%	0.1%	i	18.8%
Cc1ccccc1CSc1nnc(-c2ccncc2)o1	-8.2%	9.1%	2.5	33	-0.1%	3.0%	-7.8%	0.1%	i	10.8%
O=C(COc1ccccc1)Nc1ccncc1Cl	-15.3%	15.6%	-0.7	55	7.7%	-17.8%	2.0%	0.2%	nt	8.4%
CC(=O)Nc1ncc2c(n1)CC(c1ccco1)CC2=O (stereo unspecified)	-3.9%	3.0%	2.3	94	-0.8%	19.7%	1.6%	0.0%	i	5.9%
Oc1cccc2ccc(Nc3ccccn3)nc12	-8.9%	22.8%	2.1	75	42.0%	2.6%	0.7%	0.2%	i	-0.1%
COc1cc([N+](=O)[O-])ccc1NC(=S)N1CCOCC1	1.3%	9.3%	0.9	60	-25.0%	6.6%	-1.9%	-0.1%	nt	3.9%
C=CCNc1nc(C(=O)OCC(=O)Nc2cc(S(C)(=O)=O)ccc2Cl)cs1	nt	-2.3%	1.4	53	nt	nt	-7.9%	nt	nt	6.6%
S=c1[nH]nc(-c2cccc(Cl)c2)n1/N=C/c1ccc(-c2ccccc2Br)o1	1.5%	5.9%	11.4	63	11.5%	0.3%	-9.3%	-0.1%	i	5.8%
